High-throughput results (PubChem)
N-glyco inh – increase of ERlucT glycosylation luciferase signal, primary screen, N-linked glycosylation inhibitor project, D54 ERlucT cells, luminescence, set 2 | D54 ERlucT glycosylation luciferase reporter, 24 h; percent of 100 nM tunicamycin response | actives 0.23% (n = 360,000) | reporter increase, % at 12.5 µM | AID 588692, 2011;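 active means mean luciferase reporter signal, scaled so untreated is 0 and the glycosylation-blocking control 100, at or above a set limit in every replicate; inconclusive means mean reaches the limit but not every replicate does; inactive means mean below the limit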;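 further: luciferase carries N-glycosylation sites so blocking glycosylation raises the light; 0% = median of neutral control wells and 100% = median of 100 nM tunicamycin wells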
hiPSC survival – enhancers of single-cell hiPSC survival, primary screen, ATPlite luminescence. 100% = ROCK inhibitor wells, 0% = DMSO. survival enhancement, % at 20 µM. actives 0.044% (n = 360,000); in the data active means survival enhancement above about 18%;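 further: cells exposed to compounds for 16 hours before the ATP read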
aDG glyco up – activators of alpha-DG glycosylation, primary screen, uHTS, Pro5-aDG cells, AlphaScreen; alpha-DG glycosylation AlphaScreen (IIH6); 0% Pro5, 100% B10-LARGE cell signal; activation, % at 10 µM; actives 0.22% (n = 360,000); AID 624168, 2012;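 active means activation of at least 8% versus controls, or a plate z-score of at least 8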;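 further: Pro5 are CHO cells carrying HIG-tagged alpha-DG that lacks glycosylation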
Vif inh – HIV Vif self-association inhibitors, primary screen, imaging, HEK293T, single point; HEK293T cells, Vif self-association by quenched fluorescence, 24 h; inhibition, % at 7.49 µM; actives 0.35% (n = 340,000); in the data active means inhibition above about 50%, passing the limit was not always enough; inconclusive means no clear call, values can overlap the other calls; inactive means below about 31%; further: some results filed as inactive read as strong as hits
m5-HT2A agonist – mouse Htr2a agonists via beta-arrestin recruitment, primary screen, cell-based, luminescence. AID 624169, 2012. 5-hydroxytryptamine receptor 2A (Mus musculus), P35363. CHO-K1 mHTR2A beta-arrestin complementation; percent of 30 µM serotonin response. actives 0.66% (n = 360,000). activation, % at 7.6 µM;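 active means activation above a run cutoff, the mean activation of all tested compounds plus 3 SD, cut at about 14% in these data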;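 further: 0% = plate median of compound wells and 100% = 30 µM serotonin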
Target sequence (P35363 whole entry, looked up): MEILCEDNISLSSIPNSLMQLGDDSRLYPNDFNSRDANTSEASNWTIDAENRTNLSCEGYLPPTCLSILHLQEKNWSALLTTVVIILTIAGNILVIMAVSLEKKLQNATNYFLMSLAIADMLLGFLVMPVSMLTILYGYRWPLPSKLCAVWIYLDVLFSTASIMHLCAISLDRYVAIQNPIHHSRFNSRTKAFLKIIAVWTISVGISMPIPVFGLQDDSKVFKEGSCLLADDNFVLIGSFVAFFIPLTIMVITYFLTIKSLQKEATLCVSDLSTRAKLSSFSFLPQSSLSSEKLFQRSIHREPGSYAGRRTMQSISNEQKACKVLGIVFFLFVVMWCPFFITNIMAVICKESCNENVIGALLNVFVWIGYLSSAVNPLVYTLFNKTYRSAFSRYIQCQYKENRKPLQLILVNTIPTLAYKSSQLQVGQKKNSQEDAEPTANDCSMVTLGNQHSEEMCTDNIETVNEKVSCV
PDI turbidity – inhibitors of human PDI, primary screen, biochemical, turbidity, single point, plate reader; actives 0.052% (n = 350,000); PDI insulin aggregation turbidity, A650, 90 min; inhibition, % at 10 µM;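 active means mean inhibition across replicates of 30% or more, whatever share of single replicates reach that level; inconclusive means mean inhibition below 30% while every single replicate reaches 30%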;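 further: absorbance from insulin aggregation driven by PDI reduction with DTT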
Target sequence (P07237 whole entry, looked up): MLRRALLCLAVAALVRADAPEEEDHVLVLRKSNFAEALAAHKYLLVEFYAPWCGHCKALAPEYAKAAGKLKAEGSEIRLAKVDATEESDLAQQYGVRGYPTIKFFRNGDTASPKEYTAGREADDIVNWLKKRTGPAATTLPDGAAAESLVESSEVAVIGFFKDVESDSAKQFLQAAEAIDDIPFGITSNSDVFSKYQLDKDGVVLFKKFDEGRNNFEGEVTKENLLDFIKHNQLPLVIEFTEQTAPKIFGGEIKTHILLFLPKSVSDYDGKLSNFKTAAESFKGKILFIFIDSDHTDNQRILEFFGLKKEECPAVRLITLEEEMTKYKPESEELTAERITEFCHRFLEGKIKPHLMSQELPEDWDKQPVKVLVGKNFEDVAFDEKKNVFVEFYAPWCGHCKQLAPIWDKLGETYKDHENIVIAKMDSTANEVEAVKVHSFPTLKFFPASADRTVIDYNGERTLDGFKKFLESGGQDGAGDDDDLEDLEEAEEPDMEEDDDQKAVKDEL
H9c2 protect – cardioprotection against H2O2-induced cell death, primary screen, uHTS, H9c2 cells, ATPLite luminescence | H9c2 cardiomyocytes, H2O2 injury protection, 2 h | protection from H2O2 cell death, % at 20 µM | actives 0.63% (n = 360,000) | AID 588492, 2011;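 active means compounds giving at least 50% protection of heart cells from peroxide-induced death in the single-dose screen, raw or plate-pattern-corrected value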;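 further: 0% = DMSO wells with peroxide and 100% = DMSO wells without peroxide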
Exocytosis inh – LAMP-1 surface exposure blockers, TALL-104 cells – cell-based, flow cytometry, MLPCN library, primary screen | TALL-104 LAMP-1 surface exposure; cells stimulated with thapsigargin and PMA | inhibition, % at 10 µM | actives 0.66% (n = 360,000);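 active means inhibition above about 55%, limit read from the data; inconclusive means no clear call, values can overlap the other calls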
CaV13 FRET inh – Disruptors of the CACNA1D IQ motif to Ca2+-dependent inactivation inhibitor domain association, primary screening, Förster resonance energy transfer in intact living …; HEK cells, CFP/YFP FRET ICDI-IQ, plate reader, 10 min; percent FRET-ratio fall versus neutral wells; inhibition, % at 12.3 µM; actives 0.098% (n = 340,000); AID 743397;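 active means mean replicate inhibition of at least 30% and at least 1% of replicates passing that level; inconclusive means only one of the two criteria is met; inactive means neither criterion is met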;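 further: 0% = median of the neutral control wells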
ABCB6 inh 2 – ABCB6 transporter inhibitors, primary screen, K562-ABCB6 cells, flow cytometry, MLPCN library. actives 0.19% (n = 360,000). AID 602162, 2011. ATP-binding cassette sub-family B member 6 (Homo sapiens), Q9NP58. K562-ABCB6 porphyrin accumulation, 1 h; stronger effect = lower value. fluorescence ratio to DMSO, % at 10 µM;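 active means fluorescence ratio to DMSO below 75%, the collection mean minus 3 SD; inconclusive means too few cells collected in the well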;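 further: signal is porphyrin accumulated inside mitochondria; 100% equals median channel fluorescence of DMSO control wells; lower ratio means ABCB6 inhibition with less porphyrin fluorescence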
The depositor's hits bear a star; ? = inconclusive; . = no result given.

SMILES | N-glyco inh | hiPSC survival | aDG glyco up | Vif inh | m5-HT2A agonist | PDI turbidity | H9c2 protect | Exocytosis inh | CaV13 FRET inh | ABCB6 inh 2
COc1cc([C@H]2OC[C@H]3[C@@H]2CO[C@H]3c2ccc(O)c(OC)c2)ccc1O | 2 | -1.7 | 0.0 | -1 | 0 | -3 | 4 | -4 | -6 | 94
Cc1ccc(C)c(S(=O)(=O)N/N=C/c2ccc(N(C)C)cc2)c1 | -2 | 1.3 | -0.5 | 3 | -1 | 3 | -6 | -2 | -3 | 98
C=CCc1c(C)nc2c(-c3ccccc3)cnn2c1N1CCOCC1 | -10 | -0.6 | 0.0 | 3 | 4 | 10 | -10 | 12 | -3 | 98
CC(C)=CCN1CCN(Cc2ccc(Sc3nncn3C)o2)CC1CCO (centres undefined) | 2 | 0.1 | 0.1 | 2 | 7 | -11 | 12 | -7 | -4 | 102
COCCCN1C(=O)c2ccc(C(=O)Nc3cccc(OC)c3)cc2C1=O | 4 | -1.5 | -0.2 | 35 | 0 | 6 | -3 | 1 | 1 | 92
CCS(=O)(=O)N1CCN(c2ccc(Cl)cc2[N+](=O)[O-])CC1 | 5 | 1.9 | -0.1 | -4 | 5 | 1 | 1 | 7 | -17 | 93
CC1(C)Cc2nc3sc4c(SCC(=O)NC(c5ccccc5)c5ccccc5)ncnc4c3cc2CO1 | 0 | -4.1 | -0.3 | -17 | -1 | 6 | -19 | -3 | -3 | 98
Cc1cc(C(=O)COC(=O)c2ccncc2)c(C)n1CCc1ccc(F)cc1 | -1 | 1.7 | -0.3 | -2 | -2 | -6 | -11 | -1 | -5 | 95
COc1cc(OC)cc(C(=O)Nc2ccc(C(=O)c3ccncc3)cc2)c1 | 2 | -0.6 | 0.1 | 2 | -2 | 3 | 7 | 37 | -6 | 97
Cc1ncc(CO)c(/C=N/Nc2cccc(Cl)n2)c1O | 9 | -0.6 | 0.0 | 14 | 0 | 8 | 3 | -8 | -4 | 101
COC(=O)c1ccc(Nc2ncnc3sccc23)cc1 | -4 | -0.1 | 0.3 | -18 | -2 | -2 | 6 | -2 | -19 | 100
CC(C)N1C(=O)c2ccccc2C1C(=O)NCCc1ccccc1 (centres undefined) | -1 | -0.6 | -0.1 | 0 | -1 | -6 | -2 | -7 | -2 | 99
CCc1cccc2cc3c(N)c(C(=O)Nc4ccc(S(=O)(=O)N5CCCC5)cc4)sc3nc12 | 6 | -0.8 | 2.4 | 68* | 4 | -15 | 5 | -5 | -12 | 603
Cc1cc(N2CCN(C(=O)c3ccco3)CC2)n2nc(-c3cccc(F)c3)cc2n1 | -2 | -0.2 | -0.5 | -12 | 4 | -4 | 17 | -1 | -7 | 97
COc1ccc(NC(=O)Nc2ccc3c(c2)C(=O)N([C@H](C)CO)C[C@H](C)[C@@H](CN(C)C(=O)Nc2ccccc2)O3)cc1 | 4 | -0.3 | -0.1 | -3 | -1 | 2 | 3 | 3 | -7 | 96
Cc1ccc(SC[C@H](CC(C)C)N2CCN(C)CCC2=O)cc1 | -6 | -3.5 | 0.0 | -2 | -9 | -6 | -1 | -1 | -9 | 95
O=C(CN1CCN(S(=O)(=O)c2ccc(F)cc2)CC1)NC1CC1 | 2 | -0.2 | -0.3 | 9 | -3 | -2 | 1 | -8 | -7 | 103
CC(O)Cn1c(=O)c2c(nc(Br)n2Cc2ccccc2)n(C)c1=O (centres undefined) | -2 | 0.6 | 0.7 | -1 | 1 | 3 | 0 | -1 | -8 | 99
NC(=O)[C@H]1CC2(CC(c3cccc(NC(=O)COc4ccc(Cl)cc4)c3)=NO2)CN1C(=O)C(c1ccccc1)c1ccccc1 (some centres undefined) | ? | -0.4 | 1.9 | . | 4 | -2 | -9 | -14 | -7 | 99
C=CCn1c(SCC(=O)c2c(N)n(C3CC3)c(=O)[nH]c2=O)nnc1-c1ccccc1OC | 1 | -0.4 | -0.1 | . | 2 | -2 | 2 | -2 | -5 | 96
CCNC(=O)C1CC(=O)N(c2ccc(OCC)cc2)C1 (centres undefined) | -1 | -2.8 | -0.1 | 8 | -1 | 5 | 0 | -1 | 1 | 89
CC(CN(C)Cc1ccccc1)OC(=O)c1ccc2c(c1)OCCO2 (centres undefined) | 0 | 0.2 | 0.1 | . | -1 | -6 | 8 | 4 | -5 | 99
COc1ccccc1CNS(=O)(=O)c1ccc2c(c1)NC(=O)C(C)S2 (centres undefined) | -2 | 0.2 | 0.4 | -6 | 10 | 1 | -5 | -1 | -3 | 98
COCOCCn1cc(CN2CCS(=O)(=O)N(Cc3ccc(-c4cccc(N(C)C)c4)cc3)C(C(C)C)C2=O)nn1 (centres undefined) | -1 | -1.1 | -0.1 | -1 | -3 | 8 | -8 | 2 | -7 | 93
COc1ccc(S(=O)(=O)N2CCN(C(=O)COc3ccccc3)CC2)cc1 | 0 | -0.3 | -0.4 | -13 | 0 | 3 | -4 | -3 | -5 | 92
COc1ccc(NC(=O)CNC(=O)c2ccco2)cc1S(=O)(=O)Nc1cc(C)ccc1Br | 0 | -0.3 | -0.3 | -9 | -7 | 3 | 4 | -4 | -7 | 99
CC1(C)CC(NC(=O)c2ccccc2NS(=O)(=O)c2ccc(Br)cc2)CC(C)(C)N1 | 5 | -1.8 | 0.0 | 12 | -3 | -5 | 2 | -4 | -17 | 99
C[C@H](NC(=O)c1ccco1)C(=O)NNC(=O)COc1cccc(C(F)(F)F)c1 | 0 | 0.9 | 0.4 | -2 | 2 | 1 | 4 | -10 | -7 | 100
COc1ccc(C2CC(C(F)(F)F)n3ncc(C(=O)Nc4cccc(O)c4)c3N2)cc1OC (centres undefined) | -3 | 0.8 | 0.5 | . | 2 | 6 | 25 | 1 | -6 | 98
Cc1c(CC(=O)NCC(=O)O)c(=O)oc2cc3c(cc12)CCC(C)(C)O3 | 1 | 1.4 | 0.1 | -12 | -1 | -5 | 0 | -11 | -6 | 109
O=C(Nc1ccc(C(=O)O)cc1)/C(=C\c1ccccc1)NC(=O)c1ccco1 | 3 | 0.0 | -0.1 | 27 | 4 | -15 | 0 | 2 | -3 | 98
CNC(=S)N(CCN(C)C)Cc1cc2cc3c(cc2[nH]c1=O)OCO3 | 0 | -0.3 | 0.1 | -2 | -6 | -4 | 2 | 2 | -5 | 101
COc1cccc(CNC(=O)[C@@H]2CCCN2C(=O)[C@H]2CCCCN2S(=O)(=O)c2ccc(OC)c(C)c2)c1 | . | 0.9 | 0.0 | . | -1 | . | . | -7 | -8 | 95
O=C(O)Cc1cn(Cc2ccc(F)cc2)c2ccccc12 | 0 | 3.1 | -0.4 | 1 | -1 | -1 | 14 | -1 | -7 | 103
Cc1nn(C)c(C)c1NC(=S)Nc1ccc(S(=O)(=O)Nc2ncccn2)cc1 | 2 | -0.4 | 0.1 | 5 | 2 | 0 | 6 | 6 | -3 | 95
COc1ccc(-c2cnc3n2CCCCC3)cc1 | -1 | -0.6 | 0.2 | -17 | -3 | -5 | -9 | -6 | -2 | 102
COc1cc(CNCC2CCCO2)ccc1OCC(N)=O (centres undefined) | -1 | 2.3 | 0.0 | 8 | 2 | -3 | 10 | -2 | -2 | 93
OC[C@@H]1CN(Cc2ccco2)C[C@H](n2cnc3c(NCc4ccc(F)cc4)ncnc32)O1 | 1 | -2.1 | 0.1 | 11 | -11 | 6 | 3 | 20 | -11 | 97
Cc1noc(C)c1C(=O)OC(C)C(=O)NC(C)c1ccc(Cl)cc1Cl (centres undefined) | -1 | -0.4 | 0.0 | -1 | 0 | -2 | 1 | 2 | -5 | 95
O=C(N/N=C/c1ccc(Cl)cc1Cl)c1ccncc1 | 2 | -0.6 | -0.1 | -2 | -1 | 1 | 3 | -1 | -20 | 94
Cc1ccc2nc3n(c(=O)c2c1)-c1cc2ccccc2cc1C(=O)NC3CC(C)C (centres undefined) | 4 | -0.5 | -0.1 | -9 | 4 | -7 | -24 | -5 | -3 | 87
Cn1c(SCC(=O)NNC(=O)c2ccccc2)nnc1C1CC1 | -1 | -0.1 | 0.0 | 7 | 1 | -6 | 3 | 1 | -3 | 94
O=C(O)CC1S/C(=N\N=C2CCCCCC2)N(c2ccccc2)C1=O (centres undefined) | 1 | -0.3 | 0.0 | 2 | 0 | -3 | 1 | 11 | -5 | 90

Taken from the results shown, 10 compounds:
SMILES | N-glyco inh | hiPSC survival | aDG glyco up | Vif inh | m5-HT2A agonist | PDI turbidity | H9c2 protect | Exocytosis inh | CaV13 FRET inh | ABCB6 inh 2
O=C(Nc1ccc(C(=O)O)cc1)/C(=C\c1ccccc1)NC(=O)c1ccco1 | 3 | 0.0 | -0.1 | 27 | 4 | -15 | 0 | 2 | -3 | 98
CNC(=S)N(CCN(C)C)Cc1cc2cc3c(cc2[nH]c1=O)OCO3 | 0 | -0.3 | 0.1 | -2 | -6 | -4 | 2 | 2 | -5 | 101
COc1cccc(CNC(=O)[C@@H]2CCCN2C(=O)[C@H]2CCCCN2S(=O)(=O)c2ccc(OC)c(C)c2)c1 | . | 0.9 | 0.0 | . | -1 | . | . | -7 | -8 | 95
O=C(O)Cc1cn(Cc2ccc(F)cc2)c2ccccc12 | 0 | 3.1 | -0.4 | 1 | -1 | -1 | 14 | -1 | -7 | 103
Cc1nn(C)c(C)c1NC(=S)Nc1ccc(S(=O)(=O)Nc2ncccn2)cc1 | 2 | -0.4 | 0.1 | 5 | 2 | 0 | 6 | 6 | -3 | 95
COc1ccc(-c2cnc3n2CCCCC3)cc1 | -1 | -0.6 | 0.2 | -17 | -3 | -5 | -9 | -6 | -2 | 102
COc1cc(CNCC2CCCO2)ccc1OCC(N)=O (centres undefined) | -1 | 2.3 | 0.0 | 8 | 2 | -3 | 10 | -2 | -2 | 93
OC[C@@H]1CN(Cc2ccco2)C[C@H](n2cnc3c(NCc4ccc(F)cc4)ncnc32)O1 | 1 | -2.1 | 0.1 | 11 | -11 | 6 | 3 | 20 | -11 | 97
Cc1noc(C)c1C(=O)OC(C)C(=O)NC(C)c1ccc(Cl)cc1Cl (centres undefined) | -1 | -0.4 | 0.0 | -1 | 0 | -2 | 1 | 2 | -5 | 95
O=C(N/N=C/c1ccc(Cl)cc1Cl)c1ccncc1 | 2 | -0.6 | -0.1 | -2 | -1 | 1 | 3 | -1 | -20 | 94
